# Source: PubChem
# EWS-Fli block – inhibitors of EWS/Fli oncoprotein transcriptional activity; A673 NR0B1-luciferase reporter, viability-normalised; inhibition, % at 12.6 µM; hit rate 0.67% among 350,000; AID 651661;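 active means mean inhibition of at least 50% after viability correction, with every replicate also passing that limit; inconclusive means mean reaches 50% but only one of two replicates passes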;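 further: firefly luciferase signal divided by Alamar Blue viability fluorescence both relative to DMSO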
# ARNT-TACC3 inh – disrupts binding between human ARNT and TACC3; hit rate 0.66% among 390,000; AlphaScreen His-ARNT PAS-B/GST-TACC3 binding, luminescence; TACC3 fragment carries E629A point mutation; inhibition, % at 9.99 µM;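 active means mean inhibition of replicates at least 50% and at least half of replicates each reaching 50%; inconclusive means half or more replicates reach 50% but mean below 50%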;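 further: 0% = complete ARNT plus TACC3 wells and 100% = ARNT alone without TACC3; many hits fall short of the cut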
# DENV2 CPE – DENV2-induced cell death inhibition; DENV2-infected cells, cytopathic effect rescue, plate reader; CPE inhibition, % at 9.99 µM; hit rate 1.7% among 350,000; AID 651640; in the data active means CPE inhibition above about 20%, passing the limit was not always enough; inconclusive means no clear call, values can overlap the other calls; tested in BHK-21 cells;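 further: 0% = median of neutral control wells and 100% = median of positive control wells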
# Xi reactivation – reactivates the inactive X chromosome in mouse fibroblasts. activation, % at 7.58 µM. hit rate 0.055% among 360,000. XiGFP mouse fibroblasts, % GFP-positive cells imaging, 3 d; cells co-treated with 5-aza-dC sensitizer; scaled so ellipticine positive control = 100%;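 active means mean normalized replicate activation at least 10% and every replicate at or above 10%; inconclusive means only one of the two criteria met; inactive means mean below 10% and not all replicates reach 10%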;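 further: 0% = median of on-plate neutral control wells and 100% = ellipticine 6 µM median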
#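 Assay system – SV40-immortalized XiGFP fibroblast cells, line 68-5-11 · Buffer or medium – DMEM supplemented with 5-aza-dC as sensitizing agent · Dosing – one concentration, pinned · Benchmarks – positive control ellipticine, 6 µM final · Times – 3 days compound exposure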
# CFTR F508del cor – CFTR F508del correction in bronchial cells; CFBE cells, YFP halide quenching; stimulated with forskolin plus potentiator P3; % fluorescence drop versus neutral controls; AID 720511; activity (quench increase), % at 7.58 µM; hit rate 0.36% among 350,000;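 active means mean added fluorescence quench of at least 8% versus neutral control, with both replicates also reaching 8%; inconclusive means only one of the mean or replicate conditions met; inactive means mean below 8% and not both replicates reaching 8%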;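 further: cells transiently co-express mutant CFTR-F508del with the halide-sensitive YFP; corrector assay measuring rescue of mutant channel to the surface after 24 h compound exposure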
# INS-1E GSIS act – GLuc luminescence reporter in INS-1E cells, primary screen for activators of glucose-dependent secretion of insulin | INS-1E GLuc reporter insulin secretion, 2-3 h | activation, % at 16.6 µM | hit rate 0.61% among 370,000;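 active means lowest replicate activation of at least 40%, so every replicate reaches that level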;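 further: 0% = median of neutral control wells and 100% = median of IBMX positive control wells; some compounds called inactive have numbers as strong as hits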
# ERp5 block – ERp5 (human) disulfide isomerase inhibition; AID 651711; inhibition, % at 9.99 µM; hit rate 0.05% among 350,000; Q15084; ERp5 insulin aggregation, absorbance 650 nm, 90 min;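 active means mean replicate inhibition above about 25%, with every replicate also reaching it, limit read from the data, passing the limit was not always enough; inconclusive means only one of those two criteria met; inactive means neither criterion met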
# Target sequence (Q15084 whole entry, looked up): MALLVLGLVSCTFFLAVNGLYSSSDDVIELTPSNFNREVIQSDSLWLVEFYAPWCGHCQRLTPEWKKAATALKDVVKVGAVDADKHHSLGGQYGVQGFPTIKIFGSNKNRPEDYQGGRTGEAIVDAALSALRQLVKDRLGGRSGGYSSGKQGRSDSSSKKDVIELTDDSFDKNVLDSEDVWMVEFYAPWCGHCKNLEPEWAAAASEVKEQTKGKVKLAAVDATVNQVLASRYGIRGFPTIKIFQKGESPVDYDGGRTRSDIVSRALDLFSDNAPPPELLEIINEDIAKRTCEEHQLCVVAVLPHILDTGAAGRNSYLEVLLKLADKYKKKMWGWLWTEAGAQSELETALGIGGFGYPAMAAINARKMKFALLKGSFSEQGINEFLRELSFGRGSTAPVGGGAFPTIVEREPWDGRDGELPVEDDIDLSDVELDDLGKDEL
# PAX8 reporter – PAX8 transcriptional activity inhibition | hit rate 1.2% among 360,000 | inhibition, % at 12.6 µM | RMG-I TPO-luciferase reporter, SteadyGlo, 24 h;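 active means mean replicate inhibition at least 60% with every replicate also reaching 60%; inconclusive means only one of the two criteria is met; inactive means mean below 60% and not all replicates reaching 60%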;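 further: luciferase light reporting Pax8 driven TPO promoter activity; plate controls were median of neutral control wells for no effect and mitoxantrone controls for full effect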
# Starred values were filed as active, the others as inactive; ? = inconclusive; · = not tested or not shown; & = joins results of further samples. Rows are unselected; about 4.2% have a hit in one of these screens.
SMILES,EWS-Fli block,ARNT-TACC3 inh,DENV2 CPE,Xi reactivation,CFTR F508del cor,INS-1E GSIS act,ERp5 block,PAX8 reporter
C[C@@H]1CN([C@H](C)CO)S(=O)(=O)c2ccc(Br)cc2O[C@H]1CN(C)S(C)(=O)=O,-1&0&2,-4,5&3&-1,0.0&0.3,0.4&-1.5&-2.4,11&11,1&5&-1,-33
COc1cc(CN(CC(C)C)S(=O)(=O)c2ccccc2Br)cc(OC)c1,-3,-2,?,0.0,-5.6,-6,-2,11
COc1ccc(CN(C)C[C@H]2Oc3c(NC(=O)Nc4c(C)noc4C)cccc3C(=O)N([C@@H](C)CO)C[C@@H]2C)cc1,-9,-6,1,6.6,2.0,16,-4,-14
CCC(C)C1Nc2ccc(C(=O)NCc3ccc4c(c3)OCO4)cc2NC1=O (configuration not stated),1,-2,6,0.5,-1.4,17,-2,9
COc1ccc(N2C(=O)C(Cl)=C(Nc3ccccc3OC)C2=O)cc1,·,4,·,2.0,·,7,·,-2
O=C(C[C@H]1C/C=C\CC[C@@H](Cc2ccc(F)cc2)C(=O)O[C@H](c2ccccc2)CNC1=O)N[C@H](CO)Cc1ccccc1,-5,1,-7,0.2,-1.2,·,2,29
CCc1ccc(C(C)NC(=S)NCc2ccc(F)cc2)cc1 (configuration not stated),2,-6,-3,0.8,0.3,-20,-1,8
CCOc1ccc2nc(C)cc(C(=O)O)c2c1,8,-13,-4,·,-3.9,6,-1,·
COc1ccccc1CNC(=O)C[C@@H]1CC[C@@H]2[C@H](COc3ccc(NC(=O)Nc4ccc(F)c(F)c4)cc3C(=O)N2C)O1,-9,11,0,0.1,-3.5,-12,-1,36
O=C(Nc1ccc(F)cc1Cl)c1ccc2c(=O)n3c(nc2c1)CCC3,-104,·,-3,0.7,-2.1,9,-3,-173
CO[C@@H]1CN(C)C(=O)c2ccc(NC(=O)c3cccc(F)c3)cc2OC[C@@H](C)N(C)C[C@H]1C,4,-3,4,0.4,-5.3,-8,6,·
COc1cccc(S(=O)(=O)N[C@H]2C=C[C@@H](CC(=O)NCc3ccccc3)O[C@@H]2CO)c1,-1,-4,-5,-0.5,-2.7,9,3,-13

# Eleven compounds from above, arranged by length of the SMILES, high to low:
SMILES,EWS-Fli block,ARNT-TACC3 inh,DENV2 CPE,Xi reactivation,CFTR F508del cor,INS-1E GSIS act,ERp5 block,PAX8 reporter
O=C(C[C@H]1C/C=C\CC[C@@H](Cc2ccc(F)cc2)C(=O)O[C@H](c2ccccc2)CNC1=O)N[C@H](CO)Cc1ccccc1,-5,1,-7,0.2,-1.2,·,2,29
COc1ccccc1CNC(=O)C[C@@H]1CC[C@@H]2[C@H](COc3ccc(NC(=O)Nc4ccc(F)c(F)c4)cc3C(=O)N2C)O1,-9,11,0,0.1,-3.5,-12,-1,36
COc1ccc(CN(C)C[C@H]2Oc3c(NC(=O)Nc4c(C)noc4C)cccc3C(=O)N([C@@H](C)CO)C[C@@H]2C)cc1,-9,-6,1,6.6,2.0,16,-4,-14
CO[C@@H]1CN(C)C(=O)c2ccc(NC(=O)c3cccc(F)c3)cc2OC[C@@H](C)N(C)C[C@H]1C,4,-3,4,0.4,-5.3,-8,6,·
C[C@@H]1CN([C@H](C)CO)S(=O)(=O)c2ccc(Br)cc2O[C@H]1CN(C)S(C)(=O)=O,-1&0&2,-4,5&3&-1,0.0&0.3,0.4&-1.5&-2.4,11&11,1&5&-1,-33
CCC(C)C1Nc2ccc(C(=O)NCc3ccc4c(c3)OCO4)cc2NC1=O (configuration not stated),1,-2,6,0.5,-1.4,17,-2,9
COc1cc(CN(CC(C)C)S(=O)(=O)c2ccccc2Br)cc(OC)c1,-3,-2,?,0.0,-5.6,-6,-2,11
O=C(Nc1ccc(F)cc1Cl)c1ccc2c(=O)n3c(nc2c1)CCC3,-104,·,-3,0.7,-2.1,9,-3,-173
COc1ccc(N2C(=O)C(Cl)=C(Nc3ccccc3OC)C2=O)cc1,·,4,·,2.0,·,7,·,-2
CCc1ccc(C(C)NC(=S)NCc2ccc(F)cc2)cc1 (configuration not stated),2,-6,-3,0.8,0.3,-20,-1,8
CCOc1ccc2nc(C)cc(C(=O)O)c2c1,8,-13,-4,·,-3.9,6,-1,·

# More entries follow.
SMILES,EWS-Fli block,ARNT-TACC3 inh,DENV2 CPE,Xi reactivation,CFTR F508del cor,INS-1E GSIS act,ERp5 block,PAX8 reporter
C[C@H]1CN([C@@H](C)CO)C(=O)c2cc(NC(=O)Cn3cnnn3)ccc2O[C@H]1CN(C)C(=O)Nc1ccc(C(F)(F)F)cc1,-9,-3,2,-0.1,2.7,6,-4,·
CCC(=O)N1[C@H](CO)[C@H](c2ccc(-c3ccccc3)cc2)[C@H]1CN(CC)C(C)=O,-7,-5,6,0.1,1.2,1,8,-2
COc1ccccc1NC(=O)C(C)OC(=O)C1CCC(C(C)(C)C)CC1 (configuration not stated),2,-21,11,0.3,-1.1,-40,0,1
CO[C@@H]1CN(C)C(=O)c2cc(NS(=O)(=O)c3ccc(F)cc3)ccc2OC[C@H](C)NC[C@H]1C,-7,-2,-5,-0.2,-0.2,0,-3,6
COc1ccc(S(=O)(=O)Nc2ccc3c(c2)CC(=O)N([C@@H](C)CO)C[C@@H](C)[C@H](CN(C)Cc2ccc4c(c2)OCO4)O3)cc1,4,7,3,-1.1,3.9,-16,4,·
CCCC[N+](CC#Cc1ccccc1)(CCCC)CCCS(=O)(=O)[O-],15,-17,-1,0.4,-2.1,7,2,14
Cc1ccccc1NS(=O)(=O)c1ccc(C(=O)NCC(c2ccco2)N(C)C)cc1 (configuration not stated),2,2,0,0.3,-0.9,-12,-4,·
COC(=O)C[C@@H]1CC[C@H]2[C@@H](COC[C@H](O)CN2CCC(F)(F)F)O1,-1,1,-1,0.1,0.7,11,·,-23
C[C@@H]1CN([C@H](C)CO)C(=O)c2cc(NC(=O)Cc3cn(C)c4ccccc34)ccc2O[C@H]1CN(C)Cc1ccc2c(c1)OCO2,5,5,3,-0.1,-1.2,-21,0,10
C[C@H](CO)N1C[C@H](C)[C@H](CN(C)C)Oc2c(NC(=O)CCCCCC(=O)Nc3ccccc3N)cccc2C1=O,8,·,4,0.0,0.8,13,1,-14
COc1ccc(NC(=O)CC(C)NCCCN2CCCC2=O)cc1 (configuration not stated),3,-4,6,0.0,-3.3,7,1,0
COc1ccc(CN(Cc2cccnc2)S(=O)(=O)c2ccc(-n3cnnn3)c(OC)c2)cc1,1,-3,1,0.0,1.1,2,8,-13
Cc1ccc(CNC(=O)c2cccc3c2C(=O)c2ccc(N4CCOCC4)cc2S3(=O)=O)cc1,-3,-2,31*,-0.7,3.9,-5,0,0
O=[N+]([O-])c1ccc(Cl)c(/C=N/n2c(-c3ccncc3)n[nH]c2=S)c1,17,·,3,0.0,-8.4,·,6,-7
COc1ccc(N2CCN(S(=O)(=O)c3c(C)[nH]c(C)c3C(=O)N3CCCCC3)CC2)cc1,·,-5,5,0.4,-3.5,2,2,10
COc1ccc(NC(=O)N(C)C[C@@H]2OCCCC[C@@H](C)Oc3ccc(NS(=O)(=O)c4cccs4)cc3C(=O)N([C@@H](C)CO)C[C@H]2C)cc1,-3,·,8,-0.2,1.4,-2,2,·
N=C1SCC(=O)N1c1ncc(Cc2ccccc2Cl)s1,14,26,?,0.1,-1.9,3,3,-2
O=C(O)CCC(=O)Nc1nc2nccc(-c3ccccc3)n2n1,0,37,·,0.0,1.8,3,-1,8
CCCc1nc2c3ccccc3ccn2c1Cc1ccccc1C(F)(F)F,15,·,5,·,0.4,5,-5,35
O=C(N/N=C/c1ccc(Br)cc1)c1cc[n+](Cc2ccccc2)cc1,2,3,9,-0.1,1.8,13,-3,-4
O=C(O)c1cc(-c2ccccc2)nc2nc(N3CCCCC3)sc12,-12,·,7,0.0,4.9,-5,0,6
CCC1(C)Cc2c(sc3nc(SC)[nH]c(=O)c23)CO1 (configuration not stated),-8,5,1,0.0,1.7,-3,4,-8
COc1ccc(N2CCN(C(=O)c3ccccc3Br)CC2)c([N+](=O)[O-])c1,14,7,6,1.6,1.6,-32,-1,11
COC(=O)[C@H](Cc1ccccc1)NC(=O)NCCc1ccc(OC)cc1,-19,1,0,0.0,3.6,-6,-1,-35
CCOc1ccccc1N(C(=O)c1snc(C(N)=O)c1N)C(C(=O)NCCC(C)C)c1ccco1 (configuration not stated),18,-1,10,·,-0.9,-37,5,·
C[C@@H]1CN([C@@H](C)CO)S(=O)(=O)c2ccc(C3=CCCCC3)cc2O[C@@H]1CN(C)C,4,·,·,-0.8,0.4,6,·,·
CCCn1c(-c2ccc[nH]c2=O)nc2ccccc21,-10,3,5,0.0,-1.7,-11,2,2
O=C(O)c1cccc(S(=O)(=O)Nc2ccc(Oc3ccccc3)cc2)c1,3,-3,-5,0.3,2.1,-16,0,-12
C/C(=N\NC(=O)Cc1cccn1C)c1cccs1,·,4,·,0.0,·,15,·,-6
CCC(=O)N(C)C[C@H]1Oc2ncc(C#Cc3ccc(OC)cc3)cc2C(=O)N([C@@H](C)CO)C[C@H]1C,-15,-4,18,0.3,-2.2,14,3,-12
CN1CCN(C(=O)c2cc3c(c(-c4cccc(Br)c4)n2)[C@@H](CCO)N([S@](=O)C(C)(C)C)C3)CC1,-5,·,-7,0.4,-2.7,17,-1,0
Cc1cnc(C(=O)NC2CCSc3ccccc32)cn1 (configuration not stated),4,1,-5,-0.1,0.5,-6,-8,-1
COc1cccc(C(=O)COC(=O)C2CC3CCCC(C2)C3=O)c1 (configuration not stated),2,-5,-5,0.0,0.4,10,0,4
CC(C(=O)N(C)C1CCS(=O)(=O)C1)N1C(=O)/C(=C/c2ccco2)SC1=S (configuration not stated),·,14,-6,0.0,-0.1,-13,0,34
CCCC1=Nc2cc(C(=O)NCCCN3CCN(C)CC3)ccc2Sc2ccccc21,·,7,-4,0.1,-1.6,20,3,30
Cc1ccc(C(=O)N2CCN(c3ncnc4c(C)csc34)CC2)cc1,-6,-2,-8,0.0,-1.7,4,2,-4
CC1C(=O)N(Cc2cccc(F)c2)c2ccccc2N1C(=O)c1ccccc1 (configuration not stated),17,5,1,0.2,-3.2,8,-1,20
Cc1c(Nc2nc3ccccc3nc2NS(=O)(=O)c2cccc(Cl)c2)c(=O)n(-c2ccccc2)n1C,7,10,-3,0.0,0.1,·,2,22
CO[C@@H]1CN(C)C(=O)c2ccc(NC(=O)C3CC3)cc2OC[C@H](C)N(Cc2nccs2)C[C@H]1C,-10,-11,-9,-0.4,0.7,-9,0,0
Cn1c(C(=O)N2CCCC(C(=O)NCCN3CCOCC3)C2)cc2sccc21 (configuration not stated),2,5,-1,·,-0.8,8,4,·
CCC(C(=O)OC)n1cnc2c(nnn2-c2ccc(C)cc2)c1=O (configuration not stated),-20,9,-11,0.1,-1.9,·,3,-42
O=C(Nc1cc(Cl)cc(Cl)c1)N[C@H]1CC[C@@H](CCNS(=O)(=O)c2cccc(F)c2)O[C@H]1CO,9,·,14,-0.4,-0.2,-28,2,13
